# Screening data from PubChem.
# Pf gamet viab: late stage P. falciparum gametocyte viability inhibitors, primary screen, ATP luminescence, HTS; inhibition, % at 10.9 µM; hit rate 0.065% among 150,000; P. falciparum stage V gametocytes, 24 h;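 active = inhibition above the mean plus 3 SD of compounds within the control limits, set per campaign, cut at about 38% in these data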;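 also: 0% = DMSO wells and 100% = medium only without gametocytes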
# HRas wt GTP bind: modulators of GTP binding to HRas wildtype, primary screen, biochemical, bead-based flow cytometry, multiplex; GST-Ras wt beads, Bodipy-FL-GTP binding; actives lie on both sides; GTP binding activity, % at 10 µM; hit rate 0.14% among 190,000; GTPase HRas (Homo sapiens), P01112;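 active = GTP binding activity at least 20% away from the 100% baseline, either lowered as inhibitor or raised as activator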;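 also: 0% = unlabeled GTP competition control and 100% = no-compound control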
# Target sequence (P01112 whole entry, looked up): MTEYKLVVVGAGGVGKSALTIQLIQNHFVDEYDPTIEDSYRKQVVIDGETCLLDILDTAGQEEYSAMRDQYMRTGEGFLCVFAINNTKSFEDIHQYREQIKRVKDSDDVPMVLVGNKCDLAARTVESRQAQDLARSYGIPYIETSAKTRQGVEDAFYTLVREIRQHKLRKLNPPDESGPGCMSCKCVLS
# Rab7 wt GTP bind: modulators of GTP binding to Rab7, primary screen, biochemical, wildtype, multiplex bead flow cytometry | GST-Rab7 beads, fluorescent GTP binding; actives lie on both sides; untreated = 100%, excess cold GTP = 0% | GTP binding activity (percent of control), % at 10 µM | hit rate 0.055% among 190,000;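 active = fluorescent GTP binding to Rab7 beads changed by at least 20 points from the 100% baseline, either direction, mostly lower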;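 also: median green fluorescence of bound Bodipy-FL-GTP per Rab7 bead population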
# Rac1 act GTP bind: GTP binding modulators of activated mutant Rac1, primary screen, biochemical, bead-based flow cytometry, multiplex, fluorescent GTP. Ras-related C3 botulinum toxin substrate 1 (Homo sapiens), P63000. GST-Rac1 activated beads; actives lie on both sides; 100% means binding = to untreated wells. percent activity (GTP binding), % at 10 µM. hit rate 0.11% among 190,000. AID 764, 2007;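 active = GTP binding at least 20 percentage points away from the 100% baseline, in either direction, so actives lie on both sides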
# Cdc42 wt: modulators of GTP binding to wildtype Cdc42, primary screen, biochemical, multiplex bead flow cytometry, Bodipy-GTP; hit rate 0.2% among 190,000; percent activity (GTP binding), % at 10 µM; AID 761, 2007; GST-Cdc42 beads; actives lie on both sides;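 active = percent activity GTP binding at least 20 points away from the 100% baseline, either down as inhibitor or up as activator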;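 also: median bead fluorescence of bound Bodipy-FL-GTP at 100 nM; 0% = excess unlabeled GTP control and 100% = no compound control; below 100% means less GTP binding so inhibitor and above means activator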
# Target sequence (P60953 whole entry, looked up): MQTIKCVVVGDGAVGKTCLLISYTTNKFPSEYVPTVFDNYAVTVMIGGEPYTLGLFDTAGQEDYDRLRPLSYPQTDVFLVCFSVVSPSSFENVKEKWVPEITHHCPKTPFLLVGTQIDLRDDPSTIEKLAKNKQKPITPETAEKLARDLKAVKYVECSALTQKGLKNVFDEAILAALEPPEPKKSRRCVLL
# Avidin bead fluor: green autofluorescence of compounds with avidin beads – biophysical, 488/530 nm, flow cytometry, artefact control, profiling panel; compound fluorescence 488/530 nm; hits give high values; fluorescence (KMESF) at 10 µM; hit rate 0.38% among 220,000; in the data active = fluorescence above about 47; also: inactives centre near 10
# Rab2A wt mod: modulators of GTP binding to Rab2A wildtype, primary screen, biochemical, dog, bead-based flow cytometry, multiplex; hit rate 0.19% among 190,000; AID 760, 2007; GTP binding activity, % at 10 µM; GST-Rab2 wt beads, Bodipy-GTP binding; Ras-related protein Rab-2A (Canis lupus familiaris), P61105;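 active = GTP binding activity at least 20 points away from 100%, either lowered or raised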;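 also: 0% = beads with excess unlabeled GTP and 100% = no-compound control corrected for plate trend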
# Mcl1-Noxa inh: Mcl-1/Noxa binding inhibitors, primary screen, biochemical, TR-FRET, 1536-well. hit rate 1.5% among 220,000. TR-FRET Mcl-1/Noxa peptide binding, 2 h. inhibition, % at 21.7 µM. Induced myeloid leukemia cell differentiation protein Mcl-1 (Homo sapiens), Q07820. AID 1022, 2008;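 active = compounds that cut the protein-peptide binding signal by more than 50% relative to plate controls in a single-dose test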;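 also: His-tagged Mcl-1 with rhodamine Noxa BH3 peptide and terbium anti-His antibody; 0% = Mcl-1 plus Noxa peptide wells and 100% = peptide-only wells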
# Target sequence (Q07820 whole entry, looked up): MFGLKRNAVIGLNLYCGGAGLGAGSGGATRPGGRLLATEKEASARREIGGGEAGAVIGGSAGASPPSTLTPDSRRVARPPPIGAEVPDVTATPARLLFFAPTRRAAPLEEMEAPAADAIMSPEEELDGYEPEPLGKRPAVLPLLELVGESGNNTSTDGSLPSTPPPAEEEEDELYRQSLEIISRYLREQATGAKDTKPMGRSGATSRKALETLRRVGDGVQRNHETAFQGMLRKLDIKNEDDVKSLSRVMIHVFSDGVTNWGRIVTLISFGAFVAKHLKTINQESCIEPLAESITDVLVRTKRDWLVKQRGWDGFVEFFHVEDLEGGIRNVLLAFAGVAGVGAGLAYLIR
# Bim-Mcl-1: inhibitors of Bim peptide binding to Mcl-1, primary screen, biochemical, bead-based flow cytometry, multiplex. Induced myeloid leukemia cell differentiation protein Mcl-1 (Homo sapiens), Q07820. Bim peptide-Mcl-1 binding. inhibition, % at 10 µM. hit rate 0.1% among 190,000; in the data active = inhibition above about 40%;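 also: 0% = no compound tracer wells and 100% = peptide blocker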
# Rac1 wt GTP bind: wildtype Rac1 GTP binding modulators, primary screen, biochemical, GST-Rac1 beads, flow cytometry, multiplex. Ras-related C3 botulinum toxin substrate 1 (Homo sapiens), P63000. fluorescent GTP binding; actives lie on both sides; 0 = cold GTP competed, 100 = untreated. GTP binding activity (% of control), % at 10 µM. hit rate 0.27% among 190,000. AID 757, 2007;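 active = GTP binding activity at least 20 points away from the 100% control level, either lower or higher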
# Mcl1 Bid PPI: Mcl-1/Bid binding inhibitors, primary screen, biochemical, TR-FRET, 1536-well; hit rate 0.97% among 220,000; TR-FRET Mcl-1/Bid-Dy647 peptide binding; inhibition, % at 21.7 µM;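 active = compounds that cut the binding signal by more than half at the single screening dose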;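 also: His-tagged Mcl-1 with europium anti-His antibody binding Bid BH3 peptide; 0% = Mcl-1 plus peptide wells and 100% = peptide-only wells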
# * = called active by the depositor; . = no result given.
structure	Avidin bead fluor	Rab7 wt GTP bind	Bim-Mcl-1	Rac1 wt GTP bind	Pf gamet viab	HRas wt GTP bind	Cdc42 wt	Mcl1 Bid PPI	Rac1 act GTP bind	Rab2A wt mod	Mcl1-Noxa inh
N#Cc1c(-c2ccccc2)nc(-c2ccccc2)nc1N1CCOCC1	13	102	-1	102	.	103	104	51*	101	103	24
COc1cc(NC(=S)NC2CC2)c(OC)cc1Cl	12	102	-5	104	31	102	98	-75	102	96	10
Cc1noc(C)c1S(=O)(=O)N(CC(=O)NCc1ccc(Cl)cc1)c1ccc2c(c1)OCO2	8	100	0	102	.	100	100	-4	98	101	6
Cc1ccc(NC(=O)Cc2csc(-c3ccccc3)n2)cc1F	8	100	-5	103	4	101	101	-11	98	100	7
O=C(N/N=C1\C/C(=N\NC(=O)c2ccncc2)c2ccccc21)c1ccncc1	11	97	-1	98	22	95	96	-68	95	96	-4
COc1ccc(F)cc1C(=O)C1CCCN(C(=O)CSc2ccccn2)C1 (centres undefined)	6	107	0	98	.	100	95	-22	94	100	5
CCN1CCN(C(=O)c2ccc3c(c2)c(C)c(C)n3Cc2ccccc2)CC1	12	96	-8	100	.	97	97	-73	95	96	11
O=C(C1CCN(Cc2ccccc2)CC1)N1CCN(C/C=C/c2ccccc2)CC1	7	95	-1	103	10	100	102	30	103	99	20
Fc1ccc(NC(=S)NC23CN4CN(CN(C4)C2)C3)cc1	7	98	-6	104	21	101	105	-37	103	100	21
COc1ccc(OCC(=O)Nc2ccc(C)c(S(=O)(=O)N(C)C)c2)cc1	11	92	0	96	11	96	96	4	95	94	29
C/C(N)=C(/C#N)C(=O)CSc1nnc(C)n1-c1ccccc1	13	95	-4	98	20	96	100	6	98	96	14
COc1ccc(/C=C/C(=O)NCc2cn(C)nc2C)cc1COc1ccc(Br)cc1	10	95	0	98	.	97	98	-5	95	96	1
CCOc1ccc(NC(=O)CCN2CCN(c3ccccc3F)CC2)cc1	6	101	0	106	-20	103	103	-3	99	102	-12
O=C(O)CCSCCCN1C(=O)c2cccc3cccc(c23)C1=O	7	102	-3	94	2	92	93	-10	89	92	13
Nc1c(C(=O)C2CC2)sc2nc(-c3ccccc3)cc(C(F)(F)F)c12	5	102	-5	105	6	100	100	-14	100	99	7
Cc1ccc(C(=O)Nc2sc(Cc3ccc4c(c3)OCO4)c(C)c2C(N)=O)cc1	6	100	-3	93	.	94	90	-53	88	93	-1
CCCCn1nnnc1SCC(=O)N(CC)CC	4	97	2	101	.	101	101	-19	99	99	1
CCN(CC)c1ccc(C2C(C(=O)OCCOC)=C(C)NC3=C2C(=O)CC(C)(C)C3)cc1 (centres undefined)	6	96	0	101	2	101	101	-66	99	101	9
Cc1ccc2nc(/C(C#N)=C\c3ccc(OC(=O)c4cccs4)cc3)[nH]c2c1	5	99	-2	99	.	100	97	4	95	100	7
COc1ccc(C(C)n2c(C)c3c(C)nnc(C)c3c2C)cc1 (centres undefined)	35	103	-2	108	.	104	108	-27	101	105	1
COc1ccccc1NC(=O)CN1C(=O)NC2(CCCCCCC2)C1=O	10	99	2	98	.	95	99	-7	96	100	-5
CCn1c(CNC(=O)c2cccs2)nnc1SCC(=O)Nc1ccc(Cl)cc1	8	97	-1	97	0	97	99	-6	101	96	5
COc1cccc(N(CC(=O)Nc2cccc(F)c2)S(C)(=O)=O)c1	7	95	-1	98	.	103	104	-2	99	105	-14
O=C(Nc1ccncc1)C1(c2ccccc2)CCCC1	10	99	0	98	-6	97	97	-20	94	98	-4
CCOC(=O)N1CCN(C(=O)C2CC(=O)N(c3ccc(OC)cc3)C2c2ccc(OC)cc2)CC1 (centres undefined)	33	100	-1	108	-20	104	108	-1	102	102	3
O=C(COC(=O)Cn1cnc2ccccc21)NCCCc1ccccc1	11	94	-1	99	-26	96	99	2	98	95	34
CCOC(=O)c1cc(NC(=O)c2ccc(Cl)cc2)c(=O)n2c1oc1ccc(Cl)cc12	11	95	0	94	-8	96	96	45	92	94	.
Cc1cc(Nc2ccc(Br)cc2F)n2ncnc2n1	6	97	-1	109	.	100	104	-11	99	99	-6
COc1cc(C)nc(N2CCCC(C(=O)Nc3cccc(Cl)c3C)C2)n1 (centres undefined)	10	95	-1	98	.	97	94	-16	94	95	-1
COc1ccc2oc(-c3ccccc3)c(C(=O)N3CCOCC3)c2c1	6	96	37	100	7	101	99	-8	99	101	-15
O=C(NCCO)C1(c2ccc(Cl)cc2)CCCC1	11	101	4	103	11	102	103	7	100	102	7
CN(C)CCCN(C(=O)c1ccc2c(c1)CCCC2)c1nc2ccc(F)cc2s1	15	100	-4	104	.	102	101	-9	103	103	-2
CCOc1ccc(NC(=O)COC(=O)c2ccc3c(c2)C(=O)N(CCc2ccccc2)C3=O)cc1	4	101	-6	101	-6	100	94	-19	96	96	14
O=c1c2ccccc2nc(-c2ccco2)n1/N=C/c1ccco1	6	100	5	101	.	99	102	-1	98	101	-5
COc1cc2c(cc1/C=C1/NC(=O)N(c3ccccc3)C1=O)OCO2	11	100	-2	99	.	101	99	-32	101	101	3
Cc1ccc(Cn2ccc(=O)c(OCc3ccccc3)c2C)cc1	15	98	-1	106	.	101	106	-24	98	99	-2
CC(=O)c1cccc(NC(=O)CCNS(=O)(=O)c2cccc3nonc23)c1	6	100	-2	100	6	97	98	-5	95	96	10
CSc1ccc(/C=C(\NC(=O)c2ccc(C)cc2)C(=O)Nc2cccc(C)c2)cc1	6	102	-3	107	-10	102	106	0	102	101	13
O=C(C1CCC(Cn2c(=O)[nH]c3ccccc3c2=O)CC1)N1CCN(c2ccccc2)CC1 (centres undefined)	2	104	-4	104	.	99	103	-9	98	99	8
Cc1cccc(-c2nc(NCCCN3CCOCC3)c3ccccc3n2)c1	15	97	0	97	-32	100	99	-7	98	101	8
Cc1ccc(N(Cc2ccc(C(=O)NCC3CCCO3)cc2)S(C)(=O)=O)cc1C (centres undefined)	8	94	-2	99	.	94	99	4	93	90	10
CCOC(=O)C1CCCN(C(=O)CN2CCN(Cc3ccc(Cl)cc3)C2=O)C1 (centres undefined)	11	98	-1	97	7	99	101	-12	97	98	10
Cc1cccc(NC(=O)CSc2nnc(Cn3cnc4ccccc43)o2)c1	21	101	-3	101	.	101	102	-6	97	100	-10
COCCn1cc(C(=O)NCc2cccs2)c2c3ccccc3n(C)c2c1=O	33	101	-6	100	.	99	101	35	99	101	29
CCN(CC)S(=O)(=O)c1ccc(N/N=C/c2cc(OC)ccc2O)nc1	10	101	-2	104	.	99	104	-61	99	99	-8
Cc1cc2ccccn2c1C(=O)c1ccc(Cl)cc1	13	102	-6	102	-23	104	102	-46	98	102	-4
CCc1nnc(NC(=O)c2cccc(C(=O)Nc3nnc(CC)s3)n2)s1	11	100	-5	103	-18	96	101	-41	99	93	-76
CC(=O)NC1C(Oc2ccc(C=O)cc2)OC(COC(C)=O)C(OC(C)=O)C1OC(C)=O (centres undefined)	10	103	-2	105	-17	100	100	-22	99	99	-14
COc1ccc(S(=O)(=O)N(CC(=O)N2CCOCC2)Cc2ccccc2)cc1	230*	102	-2	105	.	105	103	0	102	102	-10
CCC(C)(C)n1nnnc1C(c1ccc2ncccc2c1)N1CCN(c2nc3ccccc3s2)CC1 (centres undefined)	15	96	0	95	.	98	97	5	94	96	-5

# Remaining list, next part:
structure	Avidin bead fluor	Rab7 wt GTP bind	Bim-Mcl-1	Rac1 wt GTP bind	Pf gamet viab	HRas wt GTP bind	Cdc42 wt	Mcl1 Bid PPI	Rac1 act GTP bind	Rab2A wt mod	Mcl1-Noxa inh
Cc1cc(C)n(-c2ncnc3sc4c(c23)CCCC4)n1	9	98	-1	100	-2	100	102	0	99	102	7
N#Cc1c(N2CCCC2)nc(N)c2c(N)nc(N3CCCC3)cc12	4	106	3	108	.	101	101	-38	99	101	44
O=P(O)(CCc1ccncc1)CN1CCCCC1	6	94	1	98	.	97	99	-15	97	97	2
Cc1ccc(C(=O)O/N=C(\c2ccccc2)c2cccnc2)cc1	4	99	-7	102	.	101	100	2	102	98	11
NC(=O)c1c(NC(=O)CCCC(=O)O)sc2c1CCCCCC2	3	105	0	104	24	99	100	-55	99	100	12
O=C(Nc1ccc(Cl)c(C(F)(F)F)c1)C1CCCN(S(=O)(=O)c2cnc[nH]2)C1 (centres undefined)	9	97	0	102	12	102	103	.	100	102	.
Cc1ccc(C(=O)Nc2ccccc2-c2ccccc2)o1	36	100	-2	100	6	99	101	-18	99	98	8
COc1cccc(CN2CCN(C(=O)Nc3ccc([N+](=O)[O-])cc3)CC2)c1	5	97	0	99	-7	100	99	-1	98	97	4
Cc1ccc(C(=O)O/N=C2\CCS(=O)(=O)c3sccc32)cc1	9	97	0	102	.	101	102	-2	99	100	-3
CCCC(=O)NC(c1ccc(OC)c(OC)c1)c1c(O)ccc2ccccc12 (centres undefined)	11	92	1	92	-13	95	94	-12	92	92	.
COc1ccc(NC(=O)CC2S/C(=N\c3nccs3)N(C)C2=O)cc1 (centres undefined)	11	100	1	100	-21	97	102	-13	99	101	3
COc1ccc2nc(NS(=O)(=O)c3ccc(NC(C)=O)cc3)sc2c1	27	96	-8	108	.	101	105	-4	101	101	8
CCOCC(=O)Nc1cc(C(F)(F)F)ccc1Oc1cccc(Br)c1	16	100	-2	96	.	96	96	10	96	98	-20
CC1(N2CCOCC2)CC2(O)C(=[N+]1[O-])CCc1c2no[n+]1[O-] (centres undefined)	6	100	11	105	.	102	104	-56	101	100	8
COc1ccc(NS(=O)(=O)c2cc(Cl)ccc2Cl)cc1S(=O)(=O)N1CCCCC1	10	94	0	93	-3	92	89	-12	85	87	11
O=C(c1ccccc1)N1CCN(c2ncnc3sc4c(c23)CCC4)CC1	8	100	-1	101	-15	98	97	-8	95	97	13
